Screening results deposited in PubChem BioAssay by several laboratories.
KOR beta-arrestin-1 = kappa opioid receptor blockers – cell-based, luminescence, uHTS (AID 1778). 290,000 compounds, 0.091% hits. KOR beta-arrestin recruitment, luminescence, antagonist mode; higher % means a stronger effect. inhibition, % at 10 µM; hits with a dose series show IC50 in µM; in the data active means inhibition above about 50%; further: strong numbers were not always called active
Dengue-2 NS5 capping = Dengue-2 NS5 methyltransferase inhibitors, primary screen, biochemical, confirmation dose response (AID 588689); Dengue-2 NS5 methyltransferase capping enzyme assay, biochemical; higher % means a stronger effect; one-dose inhibition, % at 25 µM; IC50 in µM for titrated hits; 340,000 compounds, 0.3% hits; in the data active means a potency from the dose series
West Nile virus CPE = West Nile virus antiviral activity, cell-based, CPE readout (AID 1621). West Nile virus-infected cells, CPE inhibition; higher % means a stronger effect. CPE inhibition, % at 10 µM, or IC50 in µM where a hit was titrated. 290,000 compounds, 0.02% hits; in the data active means a potency from the dose series; further: strong numbers were not always called active
GPR55 activation = GPR55 agonists via beta-arrestin recruitment, primary screen, imaging, U2OS cells, beta-arrestin-GFP redistribution (AID 1961). one-dose activation, % at 10 µM; EC50 in µM for titrated hits. 290,000 compounds, 0.048% hits. U2OS GPR55 beta-arrestin-GFP redistribution imaging; higher % means a stronger effect;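 active means activation above 40% with more than 50 cells counted in the well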;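 further: U2OS osteosarcoma cells stably expressing GPR55 and beta-arrestin-GFP; plate controls were DMSO negative control for no effect and LPI positive control for full effect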
GPR55 antagonists = GPR55 antagonists blocking LPI-driven arrestin recruitment, primary screen, imaging, U2OS, beta-arrestin-GFP, LPI agonist (AID 2013) | U2OS GPR55 beta-arrestin-GFP translocation imaging, LPI antagonism; higher % means a stronger effect | inhibition, % at 10 µM, or IC50 in µM where a hit was titrated | 290,000 compounds, 0.13% hits;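 active means spots per cell inhibited over 60%, with over 100 cells counted and total cytoplasm intensity under 500,000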;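 further: U2OS cells stably carrying GPR55 and arrestin-GFP stimulated by 5 µM LPI near EC80; imaged beta-arrestin-GFP aggregate spots per cell after agonist stimulation; plate controls were LPI-stimulated DMSO wells for no effect and DMSO wells without LPI for full effect; some results filed as inactive read as strong as hits; confirmed hits need IC50 under 10 µM and bright autofluorescent wells are also inconclusive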
GPR35 antagonists = inhibition of zaprinast-stimulated GPR35 beta-arrestin translocation – imaging, U2OS, beta-arrestin-GFP, zaprinast agonist, primary screen (AID 2058); U2OS GPR35 beta-arrestin-GFP translocation imaging, zaprinast antagonism; higher % means a stronger effect; inhibition, % at 10 µM; hits with a dose series show IC50 in µM; 290,000 compounds, 0.052% hits;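 active means inhibition of at least 50% with at least 30 cells and total cytoplasm GFP at most 10,000,000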
NOD1 NF-kB reporter = inhibition of NOD1-driven NF-kB reporter – cell-based, luminescence, uHTS, primary screen (AID 1578); NOD1-driven NF-kB luciferase reporter cells, luminescence; higher % means a stronger effect; inhibition, % at 4 µM; hits with a dose series show EC50 in µM; 290,000 compounds, 1% hits; in the data active means inhibition mostly above about 36%, no sharp cut-off; inactive means mostly below about 34%;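 further: HEK-293T reporter cells stimulated with the NOD1 agonist gamma-tri-DAP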
HIV peptide binding = cell-free HIV fusion peptide-binding blockers – biochemical, uHTS, fluorescence dequenching, primary screen (AID 1986); 290,000 compounds, 0.3% hits; inhibition, % at 20 µM; hits with a dose series show IC50 in µM; cell-free peptide binding, fluorescence dequenching, 30 min; higher % means a stronger effect; in the data active means inhibition mostly above about 52%, no sharp cut-off; inactive means mostly below about 76%; further: some results filed as inactive read as strong as hits
KOR beta-arrestin-2 = KOR agonists, beta-arrestin recruitment, primary screen, cell-based, luminescence, uHTS (AID 1777) | KOR beta-arrestin recruitment, luminescence; higher % means a stronger effect | activation, % at 10 µM, or EC50 in µM where a hit was titrated | 280,000 compounds, 0.02% hits; in the data active means activation above about 50%, passing the limit was not always enough; further: a part of the inactive calls stands beside numbers as strong as those of hits
Dengue-2 NS5 capping pilot replicate = second read-out of Dengue-2 NS5 capping, no call of its own (marks repeat the call); inhibition, %; measured here: pilot screen replicate inhibition
Numbers without * were called inactive; x = not tested or not shown; & = joins results of further samples; [ ] = dose if it differs, or a comment. Not all compounds are listed, so the mix of outcomes need not match the whole.

SMILES	KOR beta-arrestin-1	Dengue-2 NS5 capping	West Nile virus CPE	GPR55 activation	GPR55 antagonists	GPR35 antagonists	NOD1 NF-kB reporter	HIV peptide binding	KOR beta-arrestin-2	others
O=C(Nc1nnc(-c2ccc(Cl)cc2)o1)c1nc2ccccc2s1	-47%	8%	0.2%	0.3%	-8%	24%	-4%	53%	-8.9%
CCc1ccc2nc(N3CCN(C)CC3)c(C#N)cc2c1	11%	-11%	-0.9%	0.0%	1%	3%	-32%	-2.1%	-0.5%
CC(C)(C)NC(=O)NC(=O)C[n+]1ccc(Cc2ccc([N+](=O)[O-])cc2)cc1	-22%	-7%	-0.6%	0.0%	6%	14%	2%	-0.3%	-3.7%
O=S(=O)(NC1CCCC1)c1cccc(-c2nnc(-c3ccccc3)o2)c1	-33%	-2%	0.0%	-0.1%	-11%	16%	-5%	2.6%	7.9%
CCC1(CC)NC(=O)N(CC(=O)OCC(=O)NC(=O)c2ccccc2)C1=O	-14%	1%	0.5%	-0.3%	10%	-7%	-32%	-0.8%	1.8%
CCOc1ccc(NC(=S)Nc2ccc(OC(F)(F)F)cc2)cc1	15%	-9%	0.0%	0.5%	4%	-4%	-20%	1.2%	0.6%
CCCN1Cc2cccc(C(=O)Nc3ccc(CN4CCCC4)cc3)c2C1=O	18%	-3%	-0.9%	-0.2%	3%	1%	-43%	2.9%	1.6%
Cc1onc(-c2c(Cl)cccc2Cl)c1C(=O)N[C@@H]1C(=O)N2[C@@H]1SC(C)(C)[C@@H]2C(=O)O	-11%	-2%&-3%	-0.1%	0.5%	15%	-10%	1%	3.2%	4.3%
COC(=O)c1cc(C(=O)OC)cc(-n2c(C)cc(C(=O)COC(=O)CNS(=O)(=O)c3ccc(C)cc3)c2C)c1	27%	0%	0.0%	-0.3%	9%	-1%	-15%	10%	-1.2%
O=C(C1=NN[C@@H]2C(=O)N(Cc3ccccc3)C(=O)[C@H]12)c1ccc([N+](=O)[O-])cc1	5%	6%	1.1%	-0.2%	0%	1%	6%	-2.4%	2.7%
CC1Cc2ccccc2N1C(=O)CN1C(=O)COc2ccccc21 (stereo unspecified)	-13%	-5%	-0.2%	0.2%	13%	10%	10%	0.2%	4.3%
CCN(CC(=O)Nc1c(F)cccc1F)C(=O)c1cc(S(=O)(=O)N(CC)CC)ccc1N1CCCCC1	4%	3%	1.8%	0.0%	7%	-4%	-16%	1.0%	2.5%
Cc1cc(C)c(S(=O)(=O)Nc2ccc(-c3cn4ccccc4n3)cc2)c(C)c1	-54%	-1%	-0.3%	0.0%	-5%	0%	-1%	-2.3%	0.8%
COC(=O)c1c(NC(C)=O)sc2c1CCCCC2	-14%	1%	0.7%	-0.4%	-7%	13%	-6%	0.5%	18%
O=C(Nc1ccc(OC(F)(F)F)cc1)N1CCN(c2ccnc3cc(Cl)ccc23)CC1	8%	-2%	11%	0.3%	16%	2%	6%	-0.6%	5.2%

As a short view, part of the list above:
SMILES	KOR beta-arrestin-1	Dengue-2 NS5 capping	West Nile virus CPE	GPR55 activation	GPR55 antagonists	GPR35 antagonists	NOD1 NF-kB reporter	HIV peptide binding	KOR beta-arrestin-2	others
O=C(Nc1nnc(-c2ccc(Cl)cc2)o1)c1nc2ccccc2s1	-47%	8%	0.2%	0.3%	-8%	24%	-4%	53%	-8.9%
CCc1ccc2nc(N3CCN(C)CC3)c(C#N)cc2c1	11%	-11%	-0.9%	0.0%	1%	3%	-32%	-2.1%	-0.5%
CC(C)(C)NC(=O)NC(=O)C[n+]1ccc(Cc2ccc([N+](=O)[O-])cc2)cc1	-22%	-7%	-0.6%	0.0%	6%	14%	2%	-0.3%	-3.7%

The list continues:
SMILES	KOR beta-arrestin-1	Dengue-2 NS5 capping	West Nile virus CPE	GPR55 activation	GPR55 antagonists	GPR35 antagonists	NOD1 NF-kB reporter	HIV peptide binding	KOR beta-arrestin-2	others
O=C(CSc1n[nH]c(=O)n1-c1ccc2c(c1)OCCO2)Nc1ccccc1	31%	4%	0.0%	0.2%	8%	20%	4%	-1.9%	1.1%
CCOC(=O)c1[nH]c2ccccc2c1NC(=O)C(C)(C)C	7%	1%	1.0%	-0.2%	-1%	6%	-5%	-3.0%	-0.2%
COc1ccc(C(=O)Nc2ccc(S(=O)(=O)Nc3nccc(C)n3)cc2)cc1	17%	2%	-0.1%	0.0%	7%	-3%	3%	0.6%	-1.0%
COc1ccc(-c2cc(C(F)F)n3ncc(C(=O)NCC4CCCO4)c3n2)cc1 (stereo unspecified)	26%	-2%	-0.1%	0.5%	14%	-26%	-21%	0.5%	-2.6%
Cc1[nH]nc2c1C(c1cccs1)C1=C(CC(C)(C)CC1=O)N2 (stereo unspecified)	18%[20 µM]	-5%	2.0%	0.3%	1%	8%	-24%	0.2%	-1.4%
COc1ccc(C)cc1N(CC(=O)Nc1ccc(S(=O)(=O)N2CCCC2)cc1)S(C)(=O)=O	-2%	0%	-0.7%	-0.1%	0%	6%	-23%	1.7%	-2.7%
COc1ccc(C(=O)NC(Cc2ccc(OC(=O)c3ccc(OC)cc3)cc2)C(=O)O)cc1 (stereo unspecified)	-33%[20 µM]	-9%	0.6%	0.2%	8%	-12%	-16%	3.9%	1.7%
N#Cc1ccc(-c2ccc(OCC3CNC(=O)O3)cc2)cc1 (stereo unspecified)	20%	-2%	-0.5%	-0.1%	1%	13%	3%	-0.8%	-6.2%	Dengue-2 NS5 capping pilot replicate=2.4
CC(C)C(OC(=O)c1nsc(Cl)c1Cl)C(=O)NC(C)(C)C (stereo unspecified)	-19%	-1%	1.4%	-0.2%	10%	-8%	-28%	0.6%	-1.8%
O=C(CSc1nc2ccc([N+](=O)[O-])cc2s1)NCC1CCCO1 (stereo unspecified)	-12%	-7%	-1.4%	x	-15%	8%	-35%	-0.4%	-0.6%
COc1ccc(NC(=O)c2oc3ccccc3c2NC(=O)c2ccc3c(c2)OCO3)cc1	-10%	-3%	1.7%	-0.3%	1%	6%	-15%	3.5%	-6.6%
O=C(CCn1c(=O)oc2cc(Cl)ccc21)Nc1ccc(N2CCOCC2)cc1	0%	-4%	0.3%	0.0%	-3%	-1%	-18%	0.9%	-3.6%
CC(=O)Nc1ccc(S(=O)(=O)N2CCN(c3ccc([N+](=O)[O-])c(NCCN4CCOCC4)c3)CC2)cc1	-17%	-5%	0.7%	0.0%	-1%	-2%	-18%	-1.2%	-0.5%
COc1ccc(S(=O)(=O)n2ccnc2C)c(C)c1C	-6%[20 µM]	-14%	-0.5%	-0.1%	-9%	-12%	-6%	-0.6%	-2.9%
NC(=O)COc1ncn(-c2ccccc2)n1	-16%	-3%	0.5%	-0.1%	-8%	-7%	-19%	2.0%	-3.0%
Cc1ccc(OCC(=O)N2N=C(c3cccnc3)CC2(O)C(F)(F)F)cc1C (stereo unspecified)	25%	1%	-1.2%	-0.1%	4%	14%	-16%	-0.6%	-0.8%
COc1ccc(N(CC(=O)N/N=C/c2ccco2)S(=O)(=O)c2ccccc2)cc1	17%	1%	-0.1%	0.5%	1%	0%	-12%	12%	0.5%
O=C(NC(Cc1ccccc1)C(=O)O)OCc1ccccc1 (stereo unspecified)	11%	-3%	-0.2%	-0.2%	4%	-7%	12%	-1.4%	-2.2%
CCN1CCCC1CN(Cc1cc2ccc(C)cc2[nH]c1=O)C(=S)Nc1ccc(F)cc1 (stereo unspecified)	-48%[20 µM]	-9%	-1.0%	0.2%	24%	-4%	-62%	0.1%	x
CCn1c(SCC(=O)Nc2cc(C)on2)nnc1-c1ccc(S(=O)(=O)N2CCCC2)cc1	-24%	1%	0.7%	-0.1%	9%	-9%	-3%	1.3%	-4.1%
CC(C)NC(=O)/C(C#N)=C/c1ccc(N(C)C)o1	4%	-111%	0.4%	0.3%	20%	19%	-5%	82%*	-3.0%
Cc1cccc(Nc2ncnc3onc(-c4cccc(Cl)c4)c23)c1C	-20%[20 µM]	-8%	0.2%	-0.1%	14%	-1%	x	1.1%	7.3%
COc1ccc(OCc2cc(C(=O)NCCN3CCCc4ccccc43)no2)c(Cl)c1	-4%	-7%	-0.2%	0.7%	13%	-2%	-28%	3.7%	-0.7%
COc1ccccc1NS(=O)(=O)c1cc(NC(=O)CNC(=O)c2ccc(C)s2)ccc1Cl	1%	-2%	-1.2%	-0.4%	4%	5%	-33%	2.8%	2.9%
C=CCOc1ccc(C=Nc2ccc(OC)cc2)c(O)c1	13%	x	0.4%	-1.2%	14%	-7%	-17%	-2.9%	4.9%
O=C(N/N=C/c1c[nH]c2ccc(Br)cc12)C1CC1	-9%	-7%	0.5%	0.3%	12%	20%	1%	2.0%	2.5%
COC(=O)C1CCN(C(=O)COC(=O)c2oc3ccc(OC)cc3c2C)CC1	-6%	0%	0.8%	-0.1%	1%	-6%	-36%	2.0%	5.0%
O=c1c(Cl)c(N2CCOCC2)cnn1-c1nc2ccccc2[nH]1	6%	-6%	0.0%	1.3%	18%	-1%	-20%	0.6%	-1.5%
O=C1N(Cc2cccc(Cl)c2)C[C@@H]2C[C@@H](c3ccco3)N3CCC[C@@]123	0%	-8%	-0.6%	-0.2%	13%	15%	-20%	0.6%	0.4%
COc1cccc(N2CCN(CC(=O)NC3=Nc4ccccc4N=C(C)C3c3ccccc3)CC2)c1 (stereo unspecified)	9%	x	-0.3%	-0.3%	2%	-5%	0%	0.2%	3.1%
Clc1ccc(CSc2snnc2-c2ccccc2)cc1	-38%	-3%	0.0%	0.3%	26%	-2%	-33%	1.5%	-0.6%
O=c1c2ccccc2nc(/C=C/c2cccnc2)n1CCc1ccccc1	2%	-28%	0.5%	0.2%	10%	-2%	-1%	-1.7%	3.2%
COc1ccc(OC)c(-n2nnnc2SCC(=O)Nc2ccc3c(c2)OCCO3)c1	10%	5%	0.1%	0.7%	-12%	-4%	-64%	-2.0%	11%
C=CCc1cc(Cl)ccc1OCCn1ccnc1	-5%	-1%	-1.4%	-0.1%	7%	16%	-6%	-0.2%	-2.8%
Cn1c(=O)cc(OCC(=O)N2CCC(N3CCCCC3)CC2)c2ccccc21	-5%	-1%	-0.1%	0.4%	5%	0%	-22%	-1.4%	0.7%
CC[N+]1(CC)CC2=Cc3c(ccc4ccccc34)CC2C1 (stereo unspecified)	-14%	-3%	1.3%	0.5%	-2%	-4%	-3%	-0.4%	-8.0%
COc1ccc(C(=O)NC(=S)Nc2nc(C)c(C(=O)N(C)C)s2)cc1	-29%	-2%	-0.2%	0.0%	-13%	-11%	16%	0.2%	6.7%
COc1cc(OC)c(C(=O)Oc2ccc3c(c2)OCO3)cc1OC	-28%	0%	-0.5%	0.4%	-4%	-3%	-24%	4.7%	-2.2%
COc1cccc(Oc2nc(-c3ccccc3O)nc3ccccc23)c1	-2%	0%	0.2%	0.3%	11%	-8%	2%	0.1%	-2.1%
COc1ccc(-c2cc(=O)oc3c(C)c(OC(C)C(=O)NCc4ccccn4)ccc23)cc1 (stereo unspecified)	0%[20 µM]	-2%	-0.1%	-0.2%	13%	-3%	2%	3.0%	1.0%
